ARFGAP1 inhibitor – inhibitors of rat ARFGAP1 GAP activity, primary screen, biochemical, fluorescence polarization, GDP tracer; Arfgap1-stimulated ARF1 GTP hydrolysis, GDP FP detection; inhibition, % at 16.5 µM; hit rate 0.26% among 360,000; AID 651572, 2012;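 active = inhibition above a per-plate limit, mean inhibition of low control wells plus 3 SD, cut at about 25% in these data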;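 note: 0% = DMSO wells with enzyme and 100% = wells lacking Arfgap1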
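Material: rat Arfgap1 catalytic domain, aa 1-136; also added: human ARF1(Δ1-17)-GTP substrate; compound dosing: one concentration, 16.5 µM, DMSO 1.26%; incubation: GTP hydrolysis reaction 2 h at 25 °C; measured by: Tracer-displacement fluorescence polarization with EDTA stop, 620/688 nm; evaluation: % inhibition from polarization; repeats: one replicate per compound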
ADAM10 inh – human ADAM10 inhibitors, primary screen, biochemical, QFRET, HTS; Disintegrin and metalloproteinase domain-containing protein 10 (Homo sapiens), O14672; recombinant ADAM10, EDANS/DABCYL FRET peptide cleavage, 3 h; inhibition, % at 7 µM; hit rate 0.62% among 370,000; AID 720582, 2013;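 active = inhibition above a per-campaign cutoff equal to the mean of compounds falling between control-based bounds plus 3 SD, cut at about 20% in these data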;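 note: 0% = DMSO wells while the 100% control is not disclosed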
PLC-gamma1 inh – PLC-gamma1 enzyme inhibitors, primary screen, biochemical, fluorescence, purified enzyme; 1-phosphatidylinositol 4,5-bisphosphate phosphodiesterase gamma-1 (Homo sapiens), P19174; hit rate 0.84% among 370,000; fluorogenic substrate; inhibition, % at 12.2 µM; in the data active = inhibition above about 9.5%
Target sequence (P19174 whole entry, looked up): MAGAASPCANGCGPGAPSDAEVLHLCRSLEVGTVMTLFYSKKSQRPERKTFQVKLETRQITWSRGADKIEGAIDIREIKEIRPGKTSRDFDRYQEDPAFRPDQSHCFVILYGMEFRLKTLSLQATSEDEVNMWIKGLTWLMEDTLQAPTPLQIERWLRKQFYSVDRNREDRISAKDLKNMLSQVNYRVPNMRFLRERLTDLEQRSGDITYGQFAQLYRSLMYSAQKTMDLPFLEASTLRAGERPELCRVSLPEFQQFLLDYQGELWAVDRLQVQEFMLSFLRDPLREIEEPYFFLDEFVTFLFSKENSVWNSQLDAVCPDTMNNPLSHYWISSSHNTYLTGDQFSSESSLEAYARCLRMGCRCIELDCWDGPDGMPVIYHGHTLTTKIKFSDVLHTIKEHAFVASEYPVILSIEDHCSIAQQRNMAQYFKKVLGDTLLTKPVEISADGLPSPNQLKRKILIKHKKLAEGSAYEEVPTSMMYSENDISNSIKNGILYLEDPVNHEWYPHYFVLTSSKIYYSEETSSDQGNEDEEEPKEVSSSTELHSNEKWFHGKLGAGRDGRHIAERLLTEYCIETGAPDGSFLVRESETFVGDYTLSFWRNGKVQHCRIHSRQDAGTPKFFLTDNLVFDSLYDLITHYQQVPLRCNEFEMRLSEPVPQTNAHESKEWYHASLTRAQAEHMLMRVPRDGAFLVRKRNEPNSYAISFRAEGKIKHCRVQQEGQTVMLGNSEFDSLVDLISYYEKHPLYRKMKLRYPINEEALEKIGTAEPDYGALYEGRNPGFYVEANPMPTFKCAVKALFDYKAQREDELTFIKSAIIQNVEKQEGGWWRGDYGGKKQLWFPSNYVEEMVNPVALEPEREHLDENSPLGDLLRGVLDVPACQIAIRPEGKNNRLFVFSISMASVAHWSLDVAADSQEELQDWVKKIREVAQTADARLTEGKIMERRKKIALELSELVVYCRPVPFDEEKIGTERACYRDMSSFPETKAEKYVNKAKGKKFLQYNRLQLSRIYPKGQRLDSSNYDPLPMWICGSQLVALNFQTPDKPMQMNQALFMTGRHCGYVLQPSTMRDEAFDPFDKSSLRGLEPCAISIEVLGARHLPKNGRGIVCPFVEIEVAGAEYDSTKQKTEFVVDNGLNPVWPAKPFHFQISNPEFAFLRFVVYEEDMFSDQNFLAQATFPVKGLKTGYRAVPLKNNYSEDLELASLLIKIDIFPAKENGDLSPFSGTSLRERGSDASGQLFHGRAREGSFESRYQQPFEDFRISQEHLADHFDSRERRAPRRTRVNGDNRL
ASAP1 GAP inh – inhibitors of human ASAP1 ArfGAP activity, primary screen, biochemical, fluorescence polarization. Arf-GAP with SH3 domain, ANK repeat and PH domain-containing protein 1 (Homo sapiens), …. ASAP1-stimulated ARF1 GTP hydrolysis, GDP FP detection. inhibition, % at 16.5 µM. hit rate 0.19% among 360,000. AID 624377, 2012; in the data active = inhibition above about 25%;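 note: 0% = vehicle with enzyme and substrate and 100% = no enzyme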
ADAM17 inh – ADAM17 inhibitors, primary screen, biochemical, QFRET; recombinant ADAM17, EDANS/DABCYL FRET peptide cleavage; inhibition, % at 6.95 µM; hit rate 0.83% among 370,000;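 active = inhibition above the mean of compounds lying between control limits plus 3 SD, set per campaign, cut at about 8.5% in these data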;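 note: 0% = DMSO-only wells as the low control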
KLK7 zymogen act – proKLK7 zymogen activators, primary screen, biochemical, fluorescence intensity | hit rate 0.9% among 370,000 | activation, % at 7 µM | purified proKLK7, EDANS-DABCYL substrate fluorescence; 100% is mature enzyme control, 0% vehicle;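 active = activation above the mean of all tested compounds plus 3 SD, computed per campaign excluding outliers beyond control limits, cut at about 13% in these data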
LEDGF integ inh – blockers of LEDGF/p75-dependent integrase strand transfer – biochemical, TR-FRET, high throughput, primary screen | TR-FRET IN-LEDGF/p75 DNA integration, Eu/Cy5 | inhibition, % at 3.7 µM | hit rate 0.64% among 370,000 | AID 743269, 2014;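 active = inhibition above the screen-wide mean plus 3 SD, cut at about 13% in these data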;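 note: signal is the Cy5 over europium emission ratio at 671 and 618 nm; 0% = plate median of compound wells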
Tn7 DDE FP – inhibitors of Tn7 peptide binding to fibrin DD(E), primary screen, biochemical, fluorescence polarization, human fibrin, Tn7 probe; Fibrinogen beta chain (Homo sapiens), P02675; FP displacement of FITC-Tn7 peptide from fibrin DD(E); 0% = median of compound wells per plate; inhibition, % at 8.3 µM; hit rate 0.13% among 370,000; AID 720508, 2013;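 active = inhibition above the mean of compounds falling within the control limits plus 3 SD of them, cut at about 14% in these data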;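 note: 0% = plate median of compound wells and 100% = 10 µM Aha-Tn7 peptide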
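Also added: labelled Tn7 tracer, 0.1 µM; Assay system: human fibrin DD(E) protein; Amount: 2 µM fibrin DD(E); Schedule: 10 min compound pre-incubation, 3 h probe incubation at room temperature; Repeats: one replicate per compound; Read-out basis: percent inhibition; Measured by: fluorescence polarization of the labelled Tn7 tracer.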
TDP2 absorb – human TDP2 enzyme inhibitors, primary screen, biochemical, epi absorbance, recombinant enzyme; T5PNP hydrolysis, p-nitrophenol absorbance 415 nm; Tyrosyl-DNA phosphodiesterase 2 (Homo sapiens), O95551; hit rate 0.34% among 370,000; inhibition, % at 12.8 µM;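 active = inhibition above the mean of all tested compounds plus 3 SD, set per campaign, cut at about 25% in these data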;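 note: 0% = DMSO with enzyme and 100% = buffer with substrate but no TDP2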
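System: recombinant human TDP2 / Amount: 120 nM TDP2 per well / Also added: 5 mM T5PNP chromogenic substrate / Doses: 12.8 µM single point, 1% DMSO / Incubation: 2 h at 37 °C / Detection: p-Nitrophenol epi absorbance / Evaluation: % inhibition relative to enzyme-containing and enzyme-free wells / Repeats: singlicate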
DDE Tn6 FP inh – inhibitors of Tn6 peptide binding to fibrin DD(E), primary screen, biochemical, fluorescence polarization, human fibrin, Tn6 probe | Fibrinogen beta chain (Homo sapiens), P02675 | Fibrin DD(E) TRITC-Tn6 fluorescence polarization displacement | inhibition, % at 8.3 µM | hit rate 0.21% among 370,000 | AID 720509, 2013;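 active = inhibition above a per-campaign cutoff: mean of compounds within control limits plus 3 SD, cut at about 15% in these data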;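 note: 0% = median of all compound wells on the plate and 100% = blocking peptide control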
The depositor's hits bear a star. An unsorted share of the library; overall some 4.2% were active at least once.

How did O=C(COc1ccc([N+](=O)[O-])cc1Cl)N1CCc2ccccc21 do in these assays?
ARFGAP1 inhibitor: 18; ADAM10 inh: -23; PLC-gamma1 inh: 4; ASAP1 GAP inh: -2; ADAM17 inh: -8; KLK7 zymogen act: -0.7; LEDGF integ inh: -5; Tn7 DDE FP: -1; TDP2 absorb: 3; DDE Tn6 FP inh: -5

How did CC(C)(C)OC(=O)N[C@@H](Cc1ccccc1)c1nnc(SCC(=O)O)o1 do in these assays?
ARFGAP1 inhibitor: -2; ADAM10 inh: -3; PLC-gamma1 inh: 1; ASAP1 GAP inh: 2; ADAM17 inh: -6; KLK7 zymogen act: -0.2; LEDGF integ inh: -5; Tn7 DDE FP: -2; TDP2 absorb: 5; DDE Tn6 FP inh: 7

How did O=C1CC(N(Cc2ccc3c(c2)OCO3)C(=O)Nc2ccc(F)cc2)C(=O)N1c1ccccc1 (configuration not stated) do in these assays?
ARFGAP1 inhibitor: 2; ADAM10 inh: 8; PLC-gamma1 inh: -1; ASAP1 GAP inh: -7; ADAM17 inh: 2; KLK7 zymogen act: 0.2; LEDGF integ inh: -5; Tn7 DDE FP: 2; TDP2 absorb: 2; DDE Tn6 FP inh: 2

How did CCOc1ccc2nc(SCC(=O)NCc3ccco3)sc2c1 do in these assays?
ARFGAP1 inhibitor: -2; ADAM10 inh: -6; PLC-gamma1 inh: -1; ASAP1 GAP inh: -6; ADAM17 inh: 2; KLK7 zymogen act: 0.1; LEDGF integ inh: -6; Tn7 DDE FP: -6; TDP2 absorb: -4; DDE Tn6 FP inh: 0

How did COc1ccc(-c2nn(-c3ccccc3)cc2CNC(=O)c2cccc([N+](=O)[O-])c2)cc1 do in these assays?
ARFGAP1 inhibitor: -2; ADAM10 inh: 21*; PLC-gamma1 inh: 6; ASAP1 GAP inh: -1; ADAM17 inh: 8; KLK7 zymogen act: 0.3; LEDGF integ inh: 3; Tn7 DDE FP: -2; TDP2 absorb: 5; DDE Tn6 FP inh: 4

Results for CCOC(=O)c1[nH]c(C)c(C(=O)OCC(=O)NC(C)c2ccc(F)cc2)c1C (configuration not stated) ?
ARFGAP1 inhibitor: 9; ADAM10 inh: -14; PLC-gamma1 inh: 3; ASAP1 GAP inh: 7; ADAM17 inh: -2; KLK7 zymogen act: -0.1; LEDGF integ inh: -2; Tn7 DDE FP: 0; TDP2 absorb: 7; DDE Tn6 FP inh: -2

How did Cc1ccc([C@H]2C[C@H](O)[C@@H](n3cc(-c4ccc(F)cc4)nn3)CN2C(=O)C2CCCCC2)cc1 do in these assays?
ARFGAP1 inhibitor: 7; ADAM10 inh: 11; PLC-gamma1 inh: 2; ASAP1 GAP inh: 10; ADAM17 inh: 5; KLK7 zymogen act: 0.6; LEDGF integ inh: 1; Tn7 DDE FP: -2; TDP2 absorb: 0; DDE Tn6 FP inh: 4

Results for Cn1cc(C(=O)Nc2ccc3c(c2)CCC3)cn1 ?
ARFGAP1 inhibitor: 1; ADAM10 inh: 5; PLC-gamma1 inh: 3; ASAP1 GAP inh: 11; ADAM17 inh: 1; KLK7 zymogen act: 0.1; LEDGF integ inh: 0; Tn7 DDE FP: -5; TDP2 absorb: 12; DDE Tn6 FP inh: -3

How did CC(OC(=O)c1nc(Cl)ccc1Cl)C(=O)Nc1ccccc1F (configuration not stated) do in these assays?
ARFGAP1 inhibitor: 4; ADAM10 inh: -10; PLC-gamma1 inh: 3; ASAP1 GAP inh: -6; ADAM17 inh: -3; KLK7 zymogen act: 0.4; LEDGF integ inh: 0; Tn7 DDE FP: 4; TDP2 absorb: -3; DDE Tn6 FP inh: 4

What do the screens show for `O=C(COc1ccc(-n2cnnn2)cc1)Nc1cccc(Cl)c1Cl`?
ARFGAP1 inhibitor: -5; ADAM10 inh: 10; PLC-gamma1 inh: 6; ASAP1 GAP inh: -4; ADAM17 inh: 0; KLK7 zymogen act: -0.7; LEDGF integ inh: -1; Tn7 DDE FP: -1; TDP2 absorb: -8; DDE Tn6 FP inh: 5

How did COc1c(C(C)C)cc(NC(C)=O)cc1C(C)C do in these assays?
ARFGAP1 inhibitor: 2; ADAM10 inh: 7; PLC-gamma1 inh: 3; ASAP1 GAP inh: 2; ADAM17 inh: 1; KLK7 zymogen act: 0.6; LEDGF integ inh: 0; Tn7 DDE FP: 3; TDP2 absorb: 1; DDE Tn6 FP inh: -3

How did CCOC(=O)c1cc2c(ccn2C)n1CC(=O)N(C)C do in these assays?
ARFGAP1 inhibitor: 8; ADAM10 inh: -23; PLC-gamma1 inh: -29; ASAP1 GAP inh: 3; ADAM17 inh: -8; KLK7 zymogen act: 0.0; LEDGF integ inh: 0; Tn7 DDE FP: -2; TDP2 absorb: 7; DDE Tn6 FP inh: -6

How did O=C(Cn1cc([N+](=O)[O-])cn1)NCCc1c[nH]c2ccccc12 do in these assays?
ARFGAP1 inhibitor: 6; ADAM10 inh: 8; PLC-gamma1 inh: 3; ASAP1 GAP inh: -5; ADAM17 inh: 0; KLK7 zymogen act: -0.1; LEDGF integ inh: 8; Tn7 DDE FP: -6; TDP2 absorb: 2; DDE Tn6 FP inh: 10

Results for O=C1COc2ccc(C(=O)CSc3nc4ccccc4c(=O)n3-c3ccc(Cl)c(Cl)c3)cc2N1 ?
ARFGAP1 inhibitor: 0; ADAM10 inh: 10; PLC-gamma1 inh: 1; ASAP1 GAP inh: -16; ADAM17 inh: 0; KLK7 zymogen act: -0.7; LEDGF integ inh: -4; Tn7 DDE FP: -4; TDP2 absorb: -14; DDE Tn6 FP inh: -2

Results for Cc1cc(C)c2nc(SCC(=O)N3CC(=O)Nc4ccccc43)c(C#N)cc2c1 ?
ARFGAP1 inhibitor: 4; ADAM10 inh: -15; PLC-gamma1 inh: -25; ASAP1 GAP inh: -5; ADAM17 inh: -8; KLK7 zymogen act: 0.6; LEDGF integ inh: 2; Tn7 DDE FP: -9; TDP2 absorb: 4; DDE Tn6 FP inh: -2

Results for COc1ccc(OCCCC(=O)Nc2ncn[nH]2)cc1 ?
ARFGAP1 inhibitor: -13; ADAM10 inh: -2; PLC-gamma1 inh: -3; ASAP1 GAP inh: -4; ADAM17 inh: -1; KLK7 zymogen act: 0.2; LEDGF integ inh: 2; Tn7 DDE FP: -7; TDP2 absorb: -1; DDE Tn6 FP inh: 0

How did COc1ccc(-c2nc3c(Cl)cc(C(F)(F)F)cn3c2Cc2cccc(Cl)c2)cc1OC do in these assays?
ARFGAP1 inhibitor: -1; ADAM10 inh: -1; PLC-gamma1 inh: -4; ASAP1 GAP inh: 16; ADAM17 inh: -4; KLK7 zymogen act: -6.5; LEDGF integ inh: 4; Tn7 DDE FP: 1; TDP2 absorb: 1; DDE Tn6 FP inh: -6

Results for CC(=O)C1=C(O)C(=O)N(Cc2ccccc2)C1c1cccs1 (configuration not stated) ?
ARFGAP1 inhibitor: 10; ADAM10 inh: 0; PLC-gamma1 inh: -1; ASAP1 GAP inh: -7; ADAM17 inh: -1; KLK7 zymogen act: 0.0; LEDGF integ inh: 4; Tn7 DDE FP: 0; TDP2 absorb: 2; DDE Tn6 FP inh: -6

How did S=C(NCCN1CCOCC1)Nc1cccc(Cl)c1 do in these assays?
ARFGAP1 inhibitor: -7; ADAM10 inh: 2; PLC-gamma1 inh: 5; ASAP1 GAP inh: -1; ADAM17 inh: -3; KLK7 zymogen act: -0.3; LEDGF integ inh: 4; Tn7 DDE FP: 2; TDP2 absorb: 7; DDE Tn6 FP inh: 3

Results for C=CCSC1=N/C(=C\C=C\c2ccco2)C(=O)S1 ?
ARFGAP1 inhibitor: -4; ADAM10 inh: -4; PLC-gamma1 inh: -7; ASAP1 GAP inh: 6; ADAM17 inh: -6; KLK7 zymogen act: 0.1; LEDGF integ inh: 62*; Tn7 DDE FP: 7; TDP2 absorb: 7; DDE Tn6 FP inh: -1

What do the screens show for `OC(c1ccccc1)(c1ccccc1)C1CCN(CCCOc2cccc(Cl)c2)CC1`?
ARFGAP1 inhibitor: -1; ADAM10 inh: -14; PLC-gamma1 inh: 6; ASAP1 GAP inh: 4; ADAM17 inh: 0; KLK7 zymogen act: -0.1; LEDGF integ inh: -3; Tn7 DDE FP: -2; TDP2 absorb: -1; DDE Tn6 FP inh: -9
